# aSyn UTR inh: MLPCN primary screen, SNCA 5' untranslated region | alpha-synuclein 5'UTR reporter, inhibitor activity | inhibition, % (tested at 7.5 µM) | 0.82% of 300,000 active | AID 1813; in the data active means inhibition above about 60%; inconclusive means no clear call, values can overlap the other calls;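 further: H4 neuroglioblastoma cells stably carrying SNCA 5'UTR luciferase fusion; 0% = DMSO wells and 100% = positive control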
# HSP90 inh: blocks HSP90-mediated luciferase refolding in reticulocyte lysate. Rabbit reticulocyte lysate, luciferase refolding luminescence, 3 h. 0.91% of 290,000 active. inhibition, % at 5.6 µM;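 active means inhibition above the screen-wide mean plus 3 SD, computed separately per campaign, cut at about 16% in these data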;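 further: 0% = DMSO wells and 100% = 60 µM geldanamycin wells; inhibitors lower the luminescence because luciferase stays unfolded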
# HSF-1 act: increases HSF-1 driven luciferase reporter signal. 1.7% of 300,000 active. NIH3T3-HGL HSF-1 luciferase reporter, MG132, 8 h; 100% = twice DMSO control signal. activation, % at 9 µM;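 active means mean replicate activation of at least 50% with a set share of replicates each reaching 50%; inconclusive means only one of those two conditions met; inactive means mean below 50% and too few replicates reaching it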;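 further: 0% = median of the neutral control wells and 100% = twice that signal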
# HSF1 inh: HSF1 inhibition; NIH3T3-HGL HSE-luciferase, MG132-induced, luminescence 8 h; stronger effect = lower value; activity change, negative = inhibition, % at 7.5 µM (by protocol); 0.77% of 300,000 active; AID 2098;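 active means more than half of replicate wells show activity change below -50%, luminescence cut by over half; inconclusive means some wells, but at most half, below -50%; inactive means no replicate well below -50%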;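 further: luciferase reports HSF-1 transcriptional activity via heat shock element; 0% = median of DMSO wells and -100% = zero luminescence signal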
# SKKanGAS inh: inhibitors of SKKanGAS S. pyogenes growth in kanamycin (SK-promoter or general growth effect) | BacTiter-Glo, 6 h | inhibition, % at 7.5 µM | 1.3% of 300,000 active | AID 1662;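 active means mean replicate score, as percent of positive control median, at least 50; inconclusive means mean below 50 but one replicate at or above 50; inactive means mean and every replicate below 50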;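 further: strain carries kanamycin resistance gene driven by streptokinase promoter and grows in 40 µg/ml kanamycin; loss of luminescence reflects streptokinase promoter inhibition or plain growth inhibition; 0% = median of DMSO wells and 100% = positive control at its reference dose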
# AI-2 QS modul: modulates the Vibrio harveyi AI-2 quorum sensing system. Vibrio harveyi JMH597 AI-2 luminescence/OD600 ratio, 9 h; stronger effect = lower value; strain lacks LuxN and CqsS sensors; 0 = neutral-control median. activity change, % at 7.5 µM. 0.4% of 300,000 active. AID 2094; in the data active means activity change below about -75%, passing the limit was not always enough; inconclusive means no clear call, values can overlap the other calls;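 further: luminescence divided by OD600 gain over 9 h not by final OD600 alone; inactives centre near 13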
# Platelet DG rel: platelet dense granule release activity; AID 1663; 0.22% of 300,000 active; human platelet-rich plasma, SFLLRN dense granule ATP release, luminescence; inhibition, %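 (compounds screened at 7.5 µM in platelet-rich plasma)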;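 active means mean replicate score, as percent of positive control, at or above 50; inconclusive means mean below 50 but at least one replicate at or above 50; inactive means mean and every replicate below 50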
# KLF5 inh: kruppel-like factor 5 inhibition; DLD-1 KLF5 promoter-luciferase reporter, luminescence; inhibition, % at 5 µM; 0.23% of 290,000 active;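 active means inhibition above a per-plate limit of that plate's mean compound inhibition plus 3 SD, cut at about 60% in these data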;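 further: 0% = DMSO wells and 100% = LY294002 at 200 µM; higher means less KLF5 promoter-driven luciferase light; inactives centre near -14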
# IEC-6 tox: IEC-6 cytotoxicity, counter-screen for KLF5 inhibitors. inhibition, % at 5 µM. 0.78% of 290,000 active. luminescence viability. AID 1825; in the data active means inhibition above about 22%;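 further: 0% = plate median of test compound wells and 100% = cytotoxic reference compound wells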
# HIF act: HIF pathway transcriptional activation | activation, % at 7.5 µM (by protocol) | AID 1910 | U2OS HRE-luciferase reporter, luminescence; normalized: DMSO 0%, desferrioxamine 100% | 0.32% of 300,000 active;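 active means mean activation of at least 10% of the iron chelator positive control signal, with at least half of replicates also reaching 10%; inconclusive means mean and replicate majority disagree about reaching 10%; inactive means mean and most replicates under 10%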
# * = called active by the depositor; u = inconclusive; x = no result given. Compounds were not picked by outcome, and some 6% of all compounds hit somewhere here.
SMILES,aSyn UTR inh,HSP90 inh,HSF-1 act,HSF1 inh,SKKanGAS inh,AI-2 QS modul,Platelet DG rel,KLF5 inh,IEC-6 tox,HIF act
COc1ccc(NCC(O)Cn2c(C)c(C)c3ccccc32)cc1 (stereo not given),14,0,27,1,3,34,10,-1,10,0.1
O=C(Nn1c(-c2ccncc2)nc2ccccc2c1=O)c1ccc(Br)cc1,-18,-3,-8,-7,-13,-15,9,-16,6,-0.4
COc1cccc(NC(=O)c2ccc3c(c2)CCCC3)c1,-31,1,35,19,3,-31,27,-66,6,2.0
COc1ccccc1CNS(=O)(=O)c1c(C)nc2scc(C)n2c1=O,-14,0,-4,-2,-3,6,-5,-17,-2,0.0
C/C(=C\C(=O)c1ccc(Cl)cc1Cl)N(C)C,2,-3,8,5,3,21,2,17,-7,-0.5
O=C(COC(=O)c1cncc(Br)c1)NC1CCCC1,8,3,-19,-6,-4,19,10,-25,-1,-0.4
CCN(CC(=O)NCCc1ccc(S(N)(=O)=O)cc1)Cc1nc2ccccc2c(=O)[nH]1,-12,-2,8,-3,4,11,1,-13,0,0.6
Cc1ccccc1NC(=O)c1ccc(C)c(S(=O)(=O)Nc2cccnc2)c1,4,-6,-7,-2,-2,18,-25,-11,-3,-0.3
COc1ccc(C)cc1NS(=O)(=O)c1ccc(Br)s1,3,7,2,8,8,22,-1,-21,5,0.3
Nc1nnc(SCc2ccc(F)cc2Cl)s1,-36,-1,13,14,-3,-4,3,-51,2,0.8
COc1ccc(COc2cc(-c3cccc(OC)c3)nc3ccc(NC(=O)c4ccc(OC)cc4)cc23)cc1,18,1,-27,-21,21,10,0,1,19,0.9
Cc1cc2cc(CNC(=O)c3ccc(S(=O)(=O)N4CCCCC4)cc3)ccc2[nH]1,-7,1,-33,-16,3,19,9,-18,-7,0.2
COc1cccc(NC(=O)COC(=O)CC(NC(N)=O)c2ccc(Cl)cc2)c1 (stereo not given),-6,2,1,-17,6,-9,-2,-19,-2,-0.4
Cc1cnc(NC(=O)c2ccncc2)s1,-65,-2,14,-4,-2,10,2,-42,6,1.5
COc1cc(/C=C(\C#N)c2nc3ccccc3[nH]2)ccc1O,-152,-2,21,25,21,7,48,-75,2,2.4
O=C(CCc1ccccc1)N/N=C\c1cc2c(cc1Br)OCO2,-3,2,8,3,11,-3,-3,-12,-1,0.2
Cc1ccc(-c2cc(C(=O)NN)n[nH]2)o1,-11,0,19,5,3,12,2,-33,-5,-0.3
O=C(CCn1nnnc1CN1CCOCC1)N1CCC(c2ccccc2F)C1 (stereo not given),-1,-3,5,-1,-5,0,-2,-30,4,-0.7
Cc1cc(N/N=C/c2cccc(Cl)c2)nc(-n2nc(C)cc2C)n1,12,6,-24,-6,104*,21,1,10,1,-0.2
COC(=O)c1ccc(NC(=O)CSCc2ccccc2C)cc1,-15,-6,5,2,-5,9,0,-9,6,0.4
COc1ccc(C(=O)NCC(=O)NCC(=O)OCC(=O)c2ccc(Br)cc2)cc1,-22,4,3,0,1,10,-5,-9,8,-0.2
CCN(c1ccccc1)S(=O)(=O)c1ccc(C(=O)NCCc2ccc(S(N)(=O)=O)cc2)cc1,1,1,5,0,4,x,3,-19,7,-2.0
COc1ccc(N2CCN(CC(O)COCCOc3ccc(Br)cc3)CC2)cc1 (stereo not given),-7,-1,-74,-66*,-6,4,5,-19,-15,0.2
O=C1C(=O)N(CCO)C(c2ccccc2[N+](=O)[O-])/C1=C(\O)c1ccccc1 (stereo not given),3,0,-8,-1,7,19,4,-2,1,0.7
COc1ccccc1C(=O)Nc1ccccc1N1CCOCC1,18,3,10,-2,3,16,-21,3,2,-0.3

# The list goes on:
SMILES,aSyn UTR inh,HSP90 inh,HSF-1 act,HSF1 inh,SKKanGAS inh,AI-2 QS modul,Platelet DG rel,KLF5 inh,IEC-6 tox,HIF act
COc1cccc(NC(=O)Nc2cccnc2)c1,-37,4,4,1,-15,5,0,-79,2,1.9
Cc1ccc([N+](=O)[O-])cc1NC(=O)CNC1CCCCC1,-4,5,10,-2,8,20,-30,-18,-1,-24
CC(C)Cc1ccc(S(=O)(=O)NCC2CCCO2)cc1 (stereo not given),-1,-5,-1,4,8,8,0,-7,2,0.5
COC(=O)CC1C(C(=O)OC)ON2OC(C(=O)OC)C(C(=O)OC)C12 (stereo not given),11,1,-1,-7,-16,0,-3,15,5,-0.3
Cc1cccc(C)c1NC(=O)CS(=O)CC(=O)Nc1ccc(N2CCOCC2)cc1 (stereo not given),-11,-2,7,1,-2,19,4,-6,6,-0.3
CC(=O)N1c2ccc(S(=O)(=O)N(C)C3CCCCC3)cc2CC1C (stereo not given),-17,3,-9,0,-1,6,-7,-4,8,-0.5
CCOc1ccc(C(C)NC(=O)CCC(=O)O)cc1 (stereo not given),26,4,-1,-12,6,10,3,-19,2,0.0
COCCNC(=O)c1cc(-c2ccccn2)nc2ccc(S(=O)(=O)N3CCC(C)CC3)cc12,5,0,0,-3,-2,0,10,-20,1,-0.1
COc1cc(/C=C2/C(=O)N(c3ccc(Br)cc3)N=C2C)cc([N+](=O)[O-])c1O,11,2,1,-4,-3,22,7,-28,0,1.2
CC(C)CCNC(=O)CN1C(=O)NC(c2ccccc2)(c2ccccc2)C1=O,2,2,-14,-8,5,-92*,-47,-23,0,-0.2
Cc1ccc(-c2csc(NC(=O)CSC3=NCCS3)n2)cc1,-99,-2,23,22,-9,4,-1,-65,-6,0.4
COc1ccccc1CNC(=O)c1cc(S(=O)(=O)N2CCCCC2)c[nH]1,16,2,8,9,-4,15,-28,-14,13,-0.3
CCOC(=O)CSc1nc(-c2ccccn2)ncc1OC,-8,3,-11,-1,11,24,-4,8,6,0.1
Cc1ccc(OCC(=O)Nc2ccccc2C(=O)N2CCCCC2)cc1,-1,-3,-64,-53*,-1,30,0,-19,2,-0.4
CC(=O)c1ccccc1C(=O)N1CCCC(N2CCN(Cc3ccc4c(c3)OCO4)CC2)C1 (stereo not given),-26,0,8,-3,0,17,2,-21,2,-0.9
Cc1nnc(NC(=O)c2cccc(S(=O)(=O)N3CCOCC3)c2)s1,5,3,1,-10,5,17,-1,8,3,-0.3
Nc1nc(N)nc(-c2ccc(Cl)cc2)n1,-112,1,12,-2,-5,-1,-7,-96,1,2.8
COCCNC(=O)C(c1cccnc1)N(Cc1ccccc1)C(=O)Cn1nnc2ccccc21 (stereo not given),-65,4,7,7,-2,22,0,-41,0,2.6
O=C(O)CC1(CC(=O)NCc2ccc(F)cc2)CCCCC1,4,1,15,-2,3,14,x,-39,5,-0.5
CC12CC(NC(=O)N1c1cccc(C(=O)NCc3ccc4c(c3)OCO4)c1)c1cc(Cl)ccc1O2 (stereo not given),32,3,12,-3,12,20,-4,-13,6,0.2
C1CCN(c2nc3nonc3nc2N2CCCC2)C1,19,-1,-7,-6,-8,8,-3,-38,0,0.4
CC(=O)/C=C1\N(C)c2ccc(C)cc2C1(C)C,4,-5,-1,-3,-5,27,-5,-10,-2,0.2
CC(=O)Nc1nnc(COc2ccccc2)s1,-54,-1,22,12,4,33,-1,-44,-9,0.6
CNNC(=S)NC1CC2CC1C1C=CCC21 (stereo not given),2,3,5,5,-17,11,-8,-30,3,-0.2
CCCN1C(=O)/C(=C2\SC(=S)N(c3c(C)n(C)n(-c4ccccc4)c3=O)C2=O)c2ccccc21,-23,0,2,-1,4,25,-4,6,-1,0.1

# New compounds follow.
SMILES,aSyn UTR inh,HSP90 inh,HSF-1 act,HSF1 inh,SKKanGAS inh,AI-2 QS modul,Platelet DG rel,KLF5 inh,IEC-6 tox,HIF act
O=C(CSc1nnc(CNC(=O)c2cccc(C(F)(F)F)c2)o1)NCc1ccco1,-8,0,-11,1,28,11,5,-7,4,-0.1
N#CCSc1nc2ccccc2o1,-26,-2,-5,-6,-7,15,10,-26,-9,-0.3
COc1cccc(-c2noc(-c3ccc(Br)o3)n2)c1,x,-1,x,x,x,21,x,-31,2,x
CCn1c(C(C)NC(=O)c2cccs2)nc2ccccc21 (stereo not given),-13,-7,-1,6,0,17,2,-34,-13,-0.1
CCOC(=O)N1CCN(C(=O)Cc2ccsc2)CC1,13,-1,11,-8,3,11,-7,-22,2,1.6
CC/C(=N\NC(=O)c1csc(C)c1C)c1cccs1,-182,-2,-10,5,-2,18,-1,-120,2,3.3
CCCCCn1c(=NC(C)=O)c(C#N)cc2c(=O)n3ccccc3nc21,30,2,-1,-7,-6,27,-2,29,4,0.0
CCCCCc1c(C)nc(Nc2nc(C)c3cc(OC)ccc3n2)[nH]c1=O,-16,3,-1,3,18,19,1,-31,-1,-0.3
O=S(=O)(Nc1nc2ccccc2nc1Nc1ccc(N2CCOCC2)cc1)c1cc(Cl)ccc1Cl,-18,3,0,-8,41,25,2,-2,6,-0.3
CC(C)CC(=O)NC(=S)Nc1ccc(F)cc1F,12,1,14,-2,3,-18,5,-15,-2,0.0
Cn1c(=O)[nH]c(=O)c2c1nc(N1CCCCCC1)n2CCCSc1nc2ccccc2o1,41,-1,15,2,u,11,2,-25,-4,-0.9
CCOC(=O)N1CCC(NC(=O)CCCN2C(=O)CSc3ncccc32)CC1,-7,-1,7,4,-4,27,16,-17,-4,-0.1
COc1ccccc1NC(=O)COC(=O)/C=C/c1ccccc1[N+](=O)[O-],-48,-3,-2,-3,3,31,11,-22,-2,-10
COc1cccc(C(=O)O/N=C(\N)c2ccc([N+](=O)[O-])cc2)c1,-164,-3,59*,28,16,15,-2,-38,-4,-22
O=S(=O)(c1ccc(OCc2nc3ccccc3s2)c(Cl)c1)N1CCOCC1,-141,-1,23,7,-11,10,-2,-13,-1,1.1
O=C(NCc1nnc(SCC(=O)N2CCCC2)o1)c1ccccc1,11,0,-4,-1,21,-8,1,-37,6,0.1
COc1cccc(CNC(=O)C2CCN(S(=O)(=O)c3c(C)nn(C)c3C)CC2)c1,-3,2,10,-5,-2,11,-16,-20,-2,-0.2
Cc1cc2nc(C3CCN(Cc4nnnn4Cc4cccs4)CC3)[nH]c2cc1C,63*,-2,16,15,-3,20,-1,-11,46*,-0.2
CSc1ccccc1NC(=O)Cc1ccccc1[N+](=O)[O-],x,-1,x,x,2,8,-1,-10,1,x
O=C(Nc1ccccc1)c1ccccc1NC(=O)c1ccccc1[N+](=O)[O-],-12,x,10,1,-8,15,-1,x,x,0.0
COc1ccc(-c2nn(-c3ccccc3)cc2/C=N/NC(=S)NC(C)C)cc1OC,38,-5,23,10,18,-4,-51,6,5,-1.0
CCOc1ccc(CN(Cc2ccco2)C(c2cccs2)c2nnnn2C(C)(C)C)cc1 (stereo not given),12,1,3,2,-6,36,4,0,-2,-0.4
O=C(CCS(=O)(=O)c1cccc2nsnc12)N1CC(=O)N(CCc2ccccc2)C(=O)C1,7,-3,5,5,3,17,-4,-1,-6,-0.1

# From PubChem BioAssay
